NR2F2 inh: blocks human COUP-TFII nuclear receptor; P24468; HEK293T NGFI-A luciferase reporter, luminescence; inhibition, % at 8.6 µM; actives 0.7% (n = 370,000); AID 686940;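 active = inhibition above a per-plate cutoff, mean inhibition of test wells between control levels plus 3 SD, cut at about 38% in these data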;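 note: cells cotransfected with COUP-TFII expression vector driving the NGFI-A reporter; 0% = median of COUP-TF2 test wells and 100% = reporter-only cells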
NCOA2 inhibitor: human SRC2 (NCOA2) inhibition | HEK293 GAL4-SRC2 luciferase reporter, luminescence | inhibition, % at 9 µM | actives 0.17% (n = 370,000) | AID 651957;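 active = inhibition above the mean inhibition of all tested compounds plus 3 SD, set per campaign, cut at about 52% in these data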;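 note: 0% = DMSO treated cells and 100% = cells given Gossypol at 36 µM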
Target sequence (Q15596 whole entry, looked up, the tested form may be a part): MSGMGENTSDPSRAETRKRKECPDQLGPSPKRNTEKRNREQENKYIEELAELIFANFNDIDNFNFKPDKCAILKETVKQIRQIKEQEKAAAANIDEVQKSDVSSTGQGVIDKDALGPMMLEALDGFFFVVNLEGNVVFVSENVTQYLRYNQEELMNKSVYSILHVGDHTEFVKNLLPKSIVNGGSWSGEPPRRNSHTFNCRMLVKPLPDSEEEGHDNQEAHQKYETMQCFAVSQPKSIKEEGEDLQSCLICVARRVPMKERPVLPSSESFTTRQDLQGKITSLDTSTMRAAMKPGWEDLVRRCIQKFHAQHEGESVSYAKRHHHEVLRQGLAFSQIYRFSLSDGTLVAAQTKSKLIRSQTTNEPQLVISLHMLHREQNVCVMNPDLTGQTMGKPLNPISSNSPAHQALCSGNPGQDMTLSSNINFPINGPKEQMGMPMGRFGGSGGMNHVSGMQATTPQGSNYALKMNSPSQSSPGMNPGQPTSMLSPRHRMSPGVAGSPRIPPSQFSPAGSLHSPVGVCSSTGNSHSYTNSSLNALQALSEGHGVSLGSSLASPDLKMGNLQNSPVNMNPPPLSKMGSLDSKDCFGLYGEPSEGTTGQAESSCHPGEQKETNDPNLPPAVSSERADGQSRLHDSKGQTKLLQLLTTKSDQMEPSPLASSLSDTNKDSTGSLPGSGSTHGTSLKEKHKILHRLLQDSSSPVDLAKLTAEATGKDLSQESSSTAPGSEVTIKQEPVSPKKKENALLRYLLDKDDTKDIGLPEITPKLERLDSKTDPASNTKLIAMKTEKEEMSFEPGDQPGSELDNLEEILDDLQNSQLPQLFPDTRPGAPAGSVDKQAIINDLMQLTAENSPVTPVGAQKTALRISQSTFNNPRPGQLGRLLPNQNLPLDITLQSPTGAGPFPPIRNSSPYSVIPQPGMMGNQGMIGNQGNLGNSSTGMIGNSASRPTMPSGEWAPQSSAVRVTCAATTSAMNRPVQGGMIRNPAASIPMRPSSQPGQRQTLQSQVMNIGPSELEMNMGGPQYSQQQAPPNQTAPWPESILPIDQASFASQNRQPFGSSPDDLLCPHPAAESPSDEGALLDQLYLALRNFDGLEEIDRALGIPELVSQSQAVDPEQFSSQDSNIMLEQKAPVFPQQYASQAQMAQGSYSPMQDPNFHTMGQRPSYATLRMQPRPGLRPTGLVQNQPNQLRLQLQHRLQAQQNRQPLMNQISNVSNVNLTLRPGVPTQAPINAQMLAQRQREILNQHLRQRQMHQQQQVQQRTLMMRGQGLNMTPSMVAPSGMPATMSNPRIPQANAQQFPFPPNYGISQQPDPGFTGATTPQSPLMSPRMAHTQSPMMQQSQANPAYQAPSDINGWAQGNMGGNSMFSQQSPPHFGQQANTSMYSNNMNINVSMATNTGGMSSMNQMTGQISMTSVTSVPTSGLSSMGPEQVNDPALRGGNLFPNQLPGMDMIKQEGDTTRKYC
Numbers without * were called inactive.

SMILES	NR2F2 inh	NCOA2 inhibitor
CCc1cc(=O)oc2c(CNC(Cc3ccccc3)C(=O)O)c(O)ccc12 (configuration not stated)	1.3	-7.5

This is a subset; count on the stated rates, not on these rows.
